EBI2 antag = antagonists of human EBI2 receptor | EBI2 beta-arrestin recruitment, luminescence, 7a,25-OHC stimulated | inhibition, % at 5 µM | hit rate 0.81% among 360,000 | AID 651636; in the data active means inhibition above about 38%;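 further: enzyme fragment complementation signal reports receptor beta-arrestin coupling in cells; 0% = agonist plus DMSO wells and 100% = wells without agonist; some results beyond the cut were filed as inactive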
Target sequence (P32249 whole entry, looked up, the tested form may be a part): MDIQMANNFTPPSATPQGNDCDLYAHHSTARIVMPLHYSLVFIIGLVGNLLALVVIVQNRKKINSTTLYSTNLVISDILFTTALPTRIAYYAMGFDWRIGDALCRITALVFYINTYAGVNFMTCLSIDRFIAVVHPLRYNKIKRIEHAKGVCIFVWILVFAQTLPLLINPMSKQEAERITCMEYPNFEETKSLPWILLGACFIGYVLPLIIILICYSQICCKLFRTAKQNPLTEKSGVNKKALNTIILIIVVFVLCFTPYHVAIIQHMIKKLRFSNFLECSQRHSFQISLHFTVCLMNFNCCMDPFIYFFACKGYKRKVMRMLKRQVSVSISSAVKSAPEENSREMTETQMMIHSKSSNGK
CCR6 antagonist = blocks CCL20-driven beta-arrestin recruitment at human CCR6; inhibition, % at 20 µM; hit rate 0.49% among 340,000; CHO-K1 CCR6 PathHunter beta-arrestin, luminescence, CCL20-stimulated; AID 493098; P51684;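 active means compounds whose inhibition of the agonist-driven luminescence signal at 20 µM reaches about 50%, limit read from the data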;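 further: cells stimulated with CCL20 at 14 nM final; plate controls were DMSO with CCL20 for no effect and DMSO without agonist for full effect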
Target sequence (P51684 whole entry, looked up): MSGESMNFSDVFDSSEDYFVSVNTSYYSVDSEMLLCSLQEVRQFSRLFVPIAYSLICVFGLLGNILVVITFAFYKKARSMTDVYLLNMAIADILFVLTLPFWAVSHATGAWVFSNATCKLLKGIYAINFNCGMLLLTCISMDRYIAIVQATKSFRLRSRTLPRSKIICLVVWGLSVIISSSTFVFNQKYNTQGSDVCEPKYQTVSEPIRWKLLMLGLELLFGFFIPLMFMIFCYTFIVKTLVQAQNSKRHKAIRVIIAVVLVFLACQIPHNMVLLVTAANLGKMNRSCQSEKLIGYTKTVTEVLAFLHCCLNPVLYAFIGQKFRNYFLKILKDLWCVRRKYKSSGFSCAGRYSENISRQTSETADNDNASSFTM
UBC13 inh = human UBC13 polyubiquitination inhibition. P61088. UBC13 polyubiquitin chain formation, TR-FRET. inhibition, % at 20 µM. hit rate 0.47% among 330,000; in the data active means inhibition above about 45%, passing the limit was not always enough
Target sequence (P61088 whole entry, looked up): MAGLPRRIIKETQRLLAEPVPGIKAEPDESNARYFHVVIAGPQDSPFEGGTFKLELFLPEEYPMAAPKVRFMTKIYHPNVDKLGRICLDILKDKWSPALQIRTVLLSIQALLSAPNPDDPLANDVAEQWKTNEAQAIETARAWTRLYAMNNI
APJ agonist = activates the human apelin receptor APJ. P35414. CHO-K1 APJ PathHunter beta-arrestin, luminescence; 0% DMSO wells, 100% apelin. activation, % at 20 µM. hit rate 0.11% among 330,000. AID 2520;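 active means activation more than six SD over the plate average, tested at 20 µM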;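 further: 0% = DMSO alone and 100% = apelin-13 at 10 nM; some results filed as inactive read as strong as hits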
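Test system: CHO-K1 APJ beta-arrestin complementation cell line | Compound: Single test compound dose, 20 µM final, 1% DMSO | Incubation: Compound 90 min 25 °C, reagent 1 h | Measured by: beta-gal luminescence | Read-out basis: APJ–arrestin association signal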
ATG4B inhibitor = inhibitors of human ATG4B cysteine protease | inhibition, % at 8.33 µM | ATG4B cleavage of LC3-PLA2, NBD-HPC fluorescence, 1 h | hit rate 0.51% among 340,000 | AID 504462; in the data active means inhibition above about 40%
APJ antag = antagonists of human APJ apelin receptor | P35414 | CHO-K1 APJ beta-arrestin complementation, luminescence | inhibition, % at 20 µM | hit rate 0.32% among 330,000;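 active means inhibition above about 40% at 20 µM, limit read from the data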;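 further: cells challenged with 10 nM apelin-13 agonist together with compound; plate controls were apelin-13 plus DMSO wells for no effect and DMSO wells lacking apelin-13 for full effect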
CXCR6 inh = blocks human CXCR6 beta-arrestin recruitment; CHO-K1 PathHunter CXCR6 beta-arrestin, luminescence; AID 602244; hit rate 0.36% among 360,000; O00574; inhibition, % at 20 µM; in the data active means inhibition above about 34%, passing the limit was not always enough;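 further: antagonist mode with CXCL16 agonist at 10 nM final; 0% = 10 nM CXCL16 with DMSO and 100% = unstimulated wells without agonist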
Gli-Sufu block = blocks Gli-Sufu signaling in a luciferase reporter; AID 588413; hit rate 0.74% among 340,000; inhibition, % at 5 µM; Sufu-KO-LIGHT fibroblasts, Gli luciferase reporter luminescence;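 active means inhibition above about 55%, limit read from the data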;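 further: 0% = DMSO-treated cells and 100% = wells with medium but no cells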
* marks the source's active call; other numbers are inactive results; . = no result given.

The first two records (preview)
SMILES	EBI2 antag	CCR6 antagonist	UBC13 inh	APJ agonist	ATG4B inhibitor	APJ antag	CXCR6 inh	Gli-Sufu block
CNC(=O)Nc1ccc(C(=O)N/N=C\C23CC[C@@H](O)CC2(O)CC[C@@H]2[C@@H]3CCC3(C)C(C4=CC(=O)OC4)CCC23O)cc1 (some centres undefined)	-9	6	-2	-3	8	-42	-5	9
NC(=O)C1(N2CCCCC2)CCN(Cc2ccccc2)CC1	1	-1	-3	0	-1	11	-12	-2

Main list, from the start:
SMILES	EBI2 antag	CCR6 antagonist	UBC13 inh	APJ agonist	ATG4B inhibitor	APJ antag	CXCR6 inh	Gli-Sufu block
CNC(=O)Nc1ccc(C(=O)N/N=C\C23CC[C@@H](O)CC2(O)CC[C@@H]2[C@@H]3CCC3(C)C(C4=CC(=O)OC4)CCC23O)cc1 (some centres undefined)	-9	6	-2	-3	8	-42	-5	9
NC(=O)C1(N2CCCCC2)CCN(Cc2ccccc2)CC1	1	-1	-3	0	-1	11	-12	-2
CCNc1ccc(P(=S)(N(C)C)N(C)C)cc1	-8	1	3	-2	2	0	-2	-7
O=C(Nc1ccc(C(F)(F)F)cc1)c1cccn(Cc2ccc3c(c2)OC(F)(F)O3)c1=O	4	-2	7	-1	-5	6	2	5
CCOP(=O)(OCC)C(NC(=O)NC)C(N)=O (centres undefined)	2	-6	0	-3	1	6	-7	-6
CC(N)C(=O)c1ccco1 (centres undefined)	-4	30	-11	2	-7	-5	7	1
O=[N+]([O-])c1cccc(C2N3CCCN23)c1 (centres undefined)	4	-8	5	-2	-9	-1	-7	-3
O=c1[nH]c(=S)n(C2CC2)c(O)c1/C=N/N1CCOCC1	-26	1	-10	1	7	16	-3	-3
COc1cc(C[C@@H](C)N)c(OC)cc1I	6	-1	6	-3	-4	10	0	0
Cn1cc(C(=O)N2CCOCC2)c2ccccc21	-6	8	-9	-1	13	1	-1	1
Fc1ccccc1CNC1CN2CCC1CC2 (centres undefined)	-4	-11	13	-4	-11	7	5	-14
O=C1NC(=O)C(=Cc2cccc(OCCOc3ccccc3)c2)C(=O)N1	-11	10	5	1	9	8	-5	-69
O=C(C1CCN(S(=O)(=O)c2ccccc2)CC1)N1CCC2(CC1)OCCO2	6	5	-13	-1	-5	3	9	4
C1CC2OC2CC1C1CO1 (centres undefined)	1	-21	3	-1	2	1	-1	-18
Cc1ccc(-n2c(/C=C/c3ccccn3)nc3ccccc3c2=O)cc1	-2	16	1	2	-2	-22	5	10
Nc1c(C(=O)NCc2ccco2)c2nc3ccccc3nc2n1Cc1ccc(F)cc1	-1	24	-10	-12	-13	27	15	4
CCOC(=O)C1=C(N)OC(C)=C(C(=O)OCCOC)C12C(=O)Nc1ccccc12 (centres undefined)	-12	4	2	9	-4	-28	21	5
COc1ccc2nc(NC(=O)CCc3nc(C4=CCN(C)CC4)no3)sc2c1	-2	7	-9	0	-9	-56	-3	-7
NC(=O)CN1CC(c2ccccc2)CC1=O (centres undefined)	-1	-7	12	-3	-4	10	3	7
Cc1cc(C=C(C#N)C#N)ccc1N1CCCC1	18	33	-211	-3	-1	16	12	1
CCCCCn1c(N)c(C(=O)NCc2cccs2)c2nc3ccccc3nc21	.	12	1	-7	5	45*	.	8
Cc1ccc(CN2CCCC(C(=O)c3cccc(C(F)(F)F)c3)C2)o1 (centres undefined)	8	11	-6	-1	13	0	-5	19
C[C@]1(O)CCC2C3CC[C@H]4C[C@@H](OC(=O)CNC(=O)CN)CC[C@]4(C)C3CC[C@@]21C (some centres undefined)	3	39	27	-3	6	-4	0	4
CCN1c2nc3c(C)cccn3c(=O)c2CC2(C(=O)N(C)C(=O)N(C)C2=O)C1C (centres undefined)	-31	-2	-14	-6	3	3	4	7
COC(=O)C(=O)N1CC2(C)CNCC(C)(C1)C2=O	-1	5	7	-3	10	0	0	-7

Reformatted in CSV form: seven of the compounds above
smiles,EBI2 antag,CCR6 antagonist,UBC13 inh,APJ agonist,ATG4B inhibitor,APJ antag,CXCR6 inh,Gli-Sufu block
Nc1c(C(=O)NCc2ccco2)c2nc3ccccc3nc2n1Cc1ccc(F)cc1,-1,24,-10,-12,-13,27,15,4
Cc1cc(C=C(C#N)C#N)ccc1N1CCCC1,18,33,-211,-3,-1,16,12,1
C1CC2OC2CC1C1CO1 (centres undefined),1,-21,3,-1,2,1,-1,-18
Fc1ccccc1CNC1CN2CCC1CC2 (centres undefined),-4,-11,13,-4,-11,7,5,-14
CCOP(=O)(OCC)C(NC(=O)NC)C(N)=O (centres undefined),2,-6,0,-3,1,6,-7,-6
O=C(C1CCN(S(=O)(=O)c2ccccc2)CC1)N1CCC2(CC1)OCCO2,6,5,-13,-1,-5,3,9,4
CCCCCn1c(N)c(C(=O)NCc2cccs2)c2nc3ccccc3nc21,.,12,1,-7,5,45*,.,8

The list goes on.
SMILES	EBI2 antag	CCR6 antagonist	UBC13 inh	APJ agonist	ATG4B inhibitor	APJ antag	CXCR6 inh	Gli-Sufu block
CCOP(=O)(OCC)C(NC(=O)C(Cl)Cl)C(Cl)(Cl)Cl (centres undefined)	1	7	-3	-8	-3	-6	-7	4
OC1/C(=C/c2ccc(Cl)cc2Cl)N2CCC1CC2 (centres undefined)	2	-17	-7	-3	-9	18	-7	-6
Oc1ccc2c3c1O[C@H]1c4oc5ccccc5c4C[C@@]4(O)[C@@H](C2)N(CC2CC2)CC[C@]314	1	-2	14	-1	-6	4	-2	16
C[C@H]1CCCC(=O)CCCCCc2cc(O)cc(O)c2C(=O)O1	15	-6	-8	6	-1	6	5	-9
CC1(C)NCCN2C(=O)CSC21 (centres undefined)	6	-11	-4	1	-8	7	-6	-10
O=c1c(C=NCc2cccs2)c(O)n(C2CCCCC2)c(=O)n1C1CCCCC1	44*	11	-13	7	-12	7	7	-13
COc1ccc(-n2c(O)c(/C=C3\C=Nc4ccc(Br)cc43)c(=O)[nH]c2=O)cc1	17	25	-14	-1	13	23	13	-12
Nc1c(C(=O)NCc2ccco2)c2nc3ccccc3nc2n1CCN1CCOCC1	5	14	-14	-2	-14	20	0	5
CCOP(=O)(OCC)/C(C#N)=C/c1ccoc1	-2	3	.	.	-2	.	0	8
CC(C)(C)c1cc(C=C(C#N)C#N)cc(C(C)(C)C)c1O	-18	34	-40	5	1	37	13	88*
Cc1ccc(C)c(NP(=O)(Oc2ccccc2)Oc2ccccc2)c1	-21	10	2	-1	11	-5	7	6
COc1ccc(OCC#CCN2CCNCC2)cc1	-18	9	2	1	-2	8	-2	-13
CC(NC(=O)Oc1ccccc1)C(c1cccs1)N1CCOCC1 (centres undefined)	-18	-9	3	-1	1	9	5	1
COc1ccc(OC)c(N2C(=O)NC(=O)/C(=C/c3ccc([N+](=O)[O-])s3)C2=O)c1	-10	12	-28	1	0	-31	1	0
CCN(CC)c1ccc(N=Cc2c(O)n(-c3ccccc3)c(=O)[nH]c2=O)cc1	-5	9	-22	1	-4	-15	-5	-2
CCN(CC)c1ccc(C=C2C(=O)NC(=S)NC2=O)cc1	-1	4	-3	3	-2	-11	-14	-3
OC(c1ccc(F)cc1)(c1ccc(F)cc1)[C@@H]1CCCN1	2	18	1	-3	-3	14	4	18
CCCCCCCSc1cc(OC)c(CCN(C)C)cc1OC	-17	37	50*	-1	13	2	-9	11
Cc1ccc(C)c(OCC(=O)N2CCN(Cc3ccc4c(c3)OCO4)CC2)c1	17	5	2	-1	-2	4	-9	-5
O=C(c1ccc2nc3ccc(Cl)cc3c(=O)n2c1)N1CCC2(CC1)OCCO2	1	-23	37	-5	0	9	-3	-2
N=C1SCC(=O)N1Cc1ccccc1	7	-4	9	-1	-3	7	3	2
COc1cccc(N2C(=O)NC(=O)/C(=C\c3ccc([N+](=O)[O-])s3)C2=O)c1	4	21	-26	3	7	-5	2	4
CC(C)C(=O)Nc1ccc(S(=O)(=O)N2CC3CC(C2)c2cccc(=O)n2C3)cc1 (centres undefined)	1	3	-8	-1	-17	6	-11	-2
CSc1cccc(NP2(=O)OCC(C)([N+](=O)[O-])CO2)c1 (centres undefined)	-5	3	.	.	2	.	-6	-24
CN(C)C(=O)Oc1c(Cl)cc(Cl)c2ccccc12	4	18	2	-1	-1	10	-3	3

Entries of single compounds, looked up by structure.
COc1ccc(-n2c(O)c(/C=C3\C=Nc4ccc(Br)cc43)c(=O)[nH]c2=O)cc1 in the list: EBI2 antag: 17; CCR6 antagonist: 25; UBC13 inh: -14; APJ agonist: -1; ATG4B inhibitor: 13; APJ antag: 23; CXCR6 inh: 13; Gli-Sufu block: -12
Nc1c(C(=O)NCc2ccco2)c2nc3ccccc3nc2n1CCN1CCOCC1 in the list: EBI2 antag: 5; CCR6 antagonist: 14; UBC13 inh: -14; APJ agonist: -2; ATG4B inhibitor: -14; APJ antag: 20; CXCR6 inh: 0; Gli-Sufu block: 5

(listing goes on)
SMILES	EBI2 antag	CCR6 antagonist	UBC13 inh	APJ agonist	ATG4B inhibitor	APJ antag	CXCR6 inh	Gli-Sufu block
Cn1c(O)c(/C=N/NC(=O)c2ccncc2)c(=O)[nH]c1=S	5	46	-1	-5	-12	0	1	-1
CC1(O)CCC2C3CCC4=CC(=O)CCC4=C3C=CC21C (centres undefined)	-12	0	.	.	-1	.	0	16
O=C(COc1ccccc1F)N1CCN(CCN2C(=O)c3cccc4cccc(c34)C2=O)CC1	11	0	-3	2	-11	-1	0	5
COC(=O)C1=C(c2cccc(OCc3ccccc3)c2)C[C@@H]2CC[C@H]1N2C(=O)NCCN1CCOCC1	2	-4	4	-4	5	9	-5	6
COC(=O)C1=C(c2ccc(-c3ccccc3)c(F)c2)C[C@@H]2CC[C@H]1N2C(=O)NCCCOC(C)C	15	2	13	-5	7	-1	7	6
CC(N)Cc1c[nH]c2ccc(OCc3cccs3)cc12 (centres undefined)	-5	8	11	-1	-3	2	7	17
COc1ccccc1CCNC1CCCCCC1	-9	5	4	-5	-1	0	2	1
CC(=O)N1CC(=O)Nc2ccc(F)cc2C1c1ccccc1 (centres undefined)	-10	12	5	0	3	14	6	-1
CC1(C)C(C(=O)N2CCN(C(=O)c3ccccc3)CC2)C1(C)C	-5	3	3	1	2	-1	3	.
Cc1ccc(-c2cc(-c3ccccc3)cc(-c3ccccc3)[n+]2-c2ccccc2C(=O)O)cc1	4	9	-1	4	-3	24	-12	-12
O=[N+]([O-])c1cccc(NP(=O)(Oc2ccccc2)Oc2ccccc2)c1	21	16	8	-2	4	16	13	1
COC(=O)C1=C(C)NC(=S)NC1c1ccc(N(CCCl)CCCl)cc1Cl (centres undefined)	19	8	.	.	-2	.	-2	24
C=C1C2C[C@@]3([C@@H]1O)[C@@H](C[C@@H]2O)[C@@]12C4[C@@H]3C[C@@H]1[C@@](C)(CC[C@@H]2O)CN4CC	6	5	4	1	4	4	-5	-1
O=C1CC(=O)N(c2cccc(C(F)(F)F)c2)C(=O)N1	-1	0	.	.	-4	.	4	7
CCC(=NCCO)c1c(O)n(-c2ccc(Cl)cc2)c(=O)[nH]c1=O	7	-8	2	-2	-6	14	0	7

As entered above.
Under ATG4B inhibitor, CC(N)Cc1c[nH]c2ccc(OCc3cccs3)cc12 (centres undefined) has -3
Under Gli-Sufu block, C=C1C2C[C@@]3([C@@H]1O)[C@@H](C[C@@H]2O)[C@@]12C4[C@@H]3C[C@@H]1[C@@](C)(CC[C@@H]2O)CN4CC has -1
Under Gli-Sufu block, CCC(=NCCO)c1c(O)n(-c2ccc(Cl)cc2)c(=O)[nH]c1=O has 7

The list is partial, so the mix of outcomes need not match the whole.
